ATXN viability: reduces viability in counter-screen for ATXN expression inhibitors. S2 cells (HEK-293 line with an ATXN2-luciferase reporter) viability, CellTiter-Fluor protease fluorescence, 24 h. Potency, µM (top dose mostly 56.7 µM), usual class: cytotoxic. actives 0.49% (n = 400,000); also: potency is read from the fitted curve at half-maximal effect; nearly all actives have a fitted effect of over 40% in size
ATXN2 expr inh: reduces ATXN2 reporter expression in HEK-293 cells | actives 0.72% (n = 360,000) | Potency, µM (titrated, usually from 57 µM), without a hit: at the top dose activity change, negative = inhibition, usual class: inhibitors | HEK-293 ATXN2-luciferase reporter, luminescence, 24 h; also: potency is read from the fitted curve at half-maximal effect; % is scaled to controls: 0 for no effect and ±100 for the full control effect; nearly all actives have a fitted effect of over 55% in size
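ATXN2-luciferase reporter cells (luciferase flanked by upstream and downstream ATXN2 gene portions) were treated 24 h at 37 °C with compounds at up to 57 uM. SteadyGlo luminescence gave expression; GF-AFC fluorescence gave viability.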
EPAC2 agonist: agonists of human EPAC2 (RAPGEF4) | Q8WZA2 | EPAC2 activation, biochemical qHTS; response scale: 100% = 6.5 mM cAMP response | Potency, µM (doses to about 154 µM), inactives show at the top dose activation, actives largely listed as activators | actives 0.079% (n = 360,000) | AID 720711; also: potency is read from the fitted curve at half-maximal effect; nearly all actives have a fitted effect of over 50% in size
Target sequence (Q8WZA2 whole entry, looked up): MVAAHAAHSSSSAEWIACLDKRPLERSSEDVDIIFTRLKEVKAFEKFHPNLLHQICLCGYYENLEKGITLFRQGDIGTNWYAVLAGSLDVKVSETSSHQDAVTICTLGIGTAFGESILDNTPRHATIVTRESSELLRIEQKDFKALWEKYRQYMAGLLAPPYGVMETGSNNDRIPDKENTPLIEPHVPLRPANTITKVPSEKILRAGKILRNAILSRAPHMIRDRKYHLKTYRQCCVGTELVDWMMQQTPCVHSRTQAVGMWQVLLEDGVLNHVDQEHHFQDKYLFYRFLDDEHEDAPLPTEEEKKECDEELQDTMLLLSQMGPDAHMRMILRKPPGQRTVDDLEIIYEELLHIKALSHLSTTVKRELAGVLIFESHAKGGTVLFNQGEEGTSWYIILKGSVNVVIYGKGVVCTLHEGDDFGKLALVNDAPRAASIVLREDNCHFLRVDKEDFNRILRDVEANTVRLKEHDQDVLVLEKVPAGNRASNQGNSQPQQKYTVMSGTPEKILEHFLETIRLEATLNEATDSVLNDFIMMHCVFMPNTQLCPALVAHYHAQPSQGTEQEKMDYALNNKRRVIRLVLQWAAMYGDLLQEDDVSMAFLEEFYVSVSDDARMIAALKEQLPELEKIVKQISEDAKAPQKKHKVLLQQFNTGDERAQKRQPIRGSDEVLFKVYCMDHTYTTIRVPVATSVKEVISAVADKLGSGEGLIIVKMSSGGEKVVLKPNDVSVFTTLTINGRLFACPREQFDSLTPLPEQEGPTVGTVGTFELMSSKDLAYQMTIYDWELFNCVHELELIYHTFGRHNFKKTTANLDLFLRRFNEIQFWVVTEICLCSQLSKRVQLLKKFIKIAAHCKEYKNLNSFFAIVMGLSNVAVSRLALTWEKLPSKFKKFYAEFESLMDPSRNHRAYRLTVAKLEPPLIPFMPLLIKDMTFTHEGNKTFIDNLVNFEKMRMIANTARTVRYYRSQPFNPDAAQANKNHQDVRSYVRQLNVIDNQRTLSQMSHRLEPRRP
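Fluorescence exchange assay: 100 nM EPAC2 with 250 nM RAP1B-BODIPY-GDP and 50 uM GDP; compounds tested as a concentration-titration series (qHTS). Loss of Rap1-bound BODIPY-GDP fluorescence read at 480/540 nm; data normalized to 6.5 mM cAMP.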
A549 viability: kills or reduces viability of A549 cells in Nrf2 counter-screen; A549 ARE-Fluc cells, CellTiter-Fluor viability, 18-24 h; Potency, µM (titrated, usually from 46 µM), inactives show top-dose activity change, negative = cytotoxicity, most hits filed as inhibitors; actives 0.16% (n = 390,000); also: potency is read from the fitted curve at half-maximal effect; % is scaled to controls: 0 for no effect and ±100 for the full control effect
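A549 ARE-Fluc cells in 5% FBS OPTI-MEM, 5000 cells/well, rested 2 h then exposed to compounds in concentration-response for 18-24 h at 37 °C. Viability by CellTiter-Fluor fluorescence (Ex 405/Em 525) after 30 min; luciferase luminescence (BugLite, 15 min, RT) read afterwards.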
TGFb inhibitor: TGF-b pathway inhibition; HepG2 CAGA-GFP TGF-b/SMAD3 reporter, GFP fluorescence, 18 h; TGF-beta stimulated, 500 pg/mL final; Potency, µM (top dose mostly 46.1 µM), for the others: top-dose activity, negative = inhibition, hits mostly inhibitors; actives 1.2% (n = 410,000); AID 588855; also: potency is read from the fitted curve at half-maximal effect; % is scaled to controls: 0 for no effect and ±100 for the full control effect; nearly all actives have a fitted effect of over 65% in size
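Using HEPG2 CAGA-GFP reporter cells at 1000 cells/well, we pinned test compounds, stimulated with recombinant TGF-beta (500 pg/mL final) and measured total well GFP after 18 h.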
IL-2 act: activators of IL-2; IL-2 activation reporter assay, cell-based qHTS; stimulated with anti-CD3/CD4/CD28 beads; in transgenic mouse T cells; activation, % (series mostly up to about 46 µM); actives 0.065% (n = 360,000); in the data active = activation above about 50%; inconclusive = mostly about 30% to 49%; also: 0% is about no effect
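Unstimulated transgenic mouse T cells preincubated 60 min with compound, then stimulated with anti-CD3/anti-CD4-coated beads plus anti-CD28 for 18 h at 37 degrees C. IL-2 response read as EGFP and DsRed fluorescence by plate cytometry.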
HepG2 viability: counter-screen for TGF-b inhibitors: cytotoxicity in HepG2 cells | HepG2 CAGA-GFP viability, ATP luminescence, 18 h | Potency, µM (series often up to 46.1 µM), for the others: at the top dose activity change, negative = cytotoxicity, actives largely listed as cytotoxic | actives 0.76% (n = 410,000) | AID 588856; also: potency is read from the fitted curve at half-maximal effect; some results filed as inactive show a strong effect at the top dose
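CellTiter-Glo luminescence gave cytotoxicity after 18 hours at 37 degrees C. The cells were HepG2 CAGA-GFP in 1% FBS DMEM, stimulated with 500 pg/mL TGF-beta after compound addition. %Activity was normalised to no-cell wells (complete cell-killing) and DMSO (no toxicity), and curves were fitted and classified.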
Nrf2 activator: activators of Nrf2 (ARE) signaling; AREc32 ARE-luciferase reporter (MCF7-derived line), luminescence, 24 h; Potency, µM (doses to about 46.1 µM), for inactives: top-dose activation, usual class: activators; actives 0.31% (n = 410,000); also: potency is read from the fitted curve at half-maximal effect; % of control where 0% means no effect; nearly all actives have a fitted effect of over 65% in size
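ARE-driven firefly luciferase activity in AREc32 cells measured after a 24 hr compound exposure at 37 deg C, using Steady-Glo reagent and a 30 min room-temperature hold.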
Nrf2 inh: inhibitors of Nrf2 signaling | A549 ARE-Fluc reporter, luciferase luminescence, 18-24 h | Potency, µM (titrated, usually from 46 µM), inactives show at the top dose activity change, negative = inhibition, most hits filed as inhibitors | actives 2.1% (n = 360,000) | AID 504444; also: potency is read from the fitted curve at half-maximal effect; % is scaled to controls: 0 for no effect and ±100 for the full control effect; nearly all actives have a fitted effect of over 60% in size
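In this cell-based qHTS, ARE-driven firefly luciferase in A549 cells reports Nrf2 activity; the luminescent signal after BugLite lysis is the measured value, with a prior CellTiter-Fluor read for cell health.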
* = called active by the depositor; i = inactive; ? = inconclusive; nt = not tested or not shown; & = joins results of further samples; [ ] = dose if it differs, or a comment. Unless noted, calls follow the shape of the dose curve; as a rule, active = well fitted curve in the direction sought with a large enough effect; inconclusive = small, poorly fitted or top-dose-only effect, or another doubt; inactive = no such curve, though single readings can be large; an effect the other way counts as inactive or inconclusive. Not a hit list. About 4.3% of those tested had a hit in this group.

SMILES	ATXN viability	ATXN2 expr inh	EPAC2 agonist	A549 viability	TGFb inhibitor	IL-2 act	HepG2 viability	Nrf2 activator	Nrf2 inh
CC(SCc1ccccc1)C(=O)Nc1ccccc1 (stereo not given)	i	8%	4%	16%	-2%	-0.2	-1%	0.0%	5%
COc1ccc(C(=O)N2CCN(CCNC(=O)C(=O)Nc3ccc(F)cc3)CC2)cc1	i	4%	-4%	1%	-15%	-0.9	0%	0.4%	-5%
CCOc1cccc(C(=O)Nc2cccnc2)c1	i	4%	4%	-1%	?	2.5	2%	0.8%	?
Cc1ccc2c(C)c(C(=O)NCC(C)(C)N3CCOCC3)oc2c1C	i	11%	-1%	5%	0%	-2.2	-12%	2.7%	2%
CCc1ccc2occ(CC(=O)Nc3ccc(OC)c(Cl)c3)c2c1	nt	nt	nt	1%	?	nt	-32%	2.1%	-30%
Cc1ccc(SCC(=O)OCC(=O)N(CCC#N)c2ccccc2)cc1	i	-12%	11%	0%	2%	0.2	-5%	0.7%	17%
COCCn1c(SCC(=O)N2CCCCCC2)nc2c([nH]c3ccccc32)c1=O	?	12%	-7%	-15%	-3%	-1.9	-22%	0.4%	-1%
COc1ccc(-c2oc(=O)c3cc(OC)c(OC)cc3c2C#CCCCO)cc1	?	-25%	-1%	?	-3%	2.0	-30%	5.0%	?
COc1ccc(/C=N/n2cnnc2SCc2ccc(OC)cc2)cc1	i	0%	9%	1%	5%	0.2	-3%	1.9%	-14%
O=C(c1nn2c(C(F)(F)F)cc(-c3ccco3)nc2c1Br)N1CCCc2ccccc21	?	-21%	4%	-3%	-18%	-0.9	-5%	?	?
CCn1c(=O)cc(OCC(=O)Nc2ccccc2Cl)c2ccccc21	i	1%	nt	4%	2%	nt	0%	-0.8%	nt
CCOc1ccc(CNC(=S)N/N=C/c2cccnc2)cc1	?	-5%	8%	0%	-16%	0.3	1%	0.2%	-7%
COc1ccc(Br)cc1CNC(=O)C1CCN(c2nnc(-n3cccc3CNc3ccc(C)cc3)s2)CC1	nt	nt	nt	6%	nt	nt	-18%	11%	14%
O=C(COC(=O)Cn1[nH]c(=O)c2ccccc2c1=O)Nc1c(Cl)cccc1C(F)(F)F	i	7%	7%	1%	4%	-1.6	-18%	-0.9%	-14%
O=C(Nc1ccc2ncccc2c1)c1ccccc1	i	3%	5%	-6%	-3%	-0.3	-2%	5.9%	-6%
COc1ccc(N2CCc3c(C)nc4c(OC)cc(OC)cc4c32)cc1	i	-32%	-2%	?	-12%	-4.1	-20%	11%	-20%
CCC(=O)N/C(=N/c1nc(C)cc(C)n1)Nc1ccccc1	i	-11%	5%	3%	-14%	-0.7	5%	-0.8%	-1%
COCCCNC(=O)c1cc2c(=O)n(C)c3ccccc3c2n1C	i	-9%	11%	-10%	44%[activator]	-3.4	60%	3.3%	-28%
COc1ccc(OCC(=O)Nc2ccc(S(=O)(=O)N3CCCC3)cc2)cc1	i	7%	7%	4%	7%	0.4	-5%	-0.3%	2%
CC(C)Cn1cc(F)c(=O)n(CC(C)C)c1=O	i	-6%	6%	1%	-7%	0.9	-12%	-0.4%	-2%

Retrieved by compound from above (three):
SMILES	ATXN viability	ATXN2 expr inh	EPAC2 agonist	A549 viability	TGFb inhibitor	IL-2 act	HepG2 viability	Nrf2 activator	Nrf2 inh
CC(SCc1ccccc1)C(=O)Nc1ccccc1 (stereo not given)	i	8%	4%	16%	-2%	-0.2	-1%	0.0%	5%
Cc1ccc2c(C)c(C(=O)NCC(C)(C)N3CCOCC3)oc2c1C	i	11%	-1%	5%	0%	-2.2	-12%	2.7%	2%
COCCCNC(=O)c1cc2c(=O)n(C)c3ccccc3c2n1C	i	-9%	11%	-10%	44%[activator]	-3.4	60%	3.3%	-28%

Continuation:
SMILES	ATXN viability	ATXN2 expr inh	EPAC2 agonist	A549 viability	TGFb inhibitor	IL-2 act	HepG2 viability	Nrf2 activator	Nrf2 inh
COc1cccc2c1Oc1ncccc1N(C(=O)CCC(=O)NCc1ccccc1Cl)C2	i	0%	13%	1%&1%	5%&-24%	3.5	12%&-11%	0.5%&2.9%	-13%&5%
Cc1ccc(S(=O)(=O)c2nnn3c2nc(N2CCC(C(N)=O)CC2)c2ccccc23)cc1	i	-15%	-5%	8%	2%	-1.3	2%	-0.6%	?
COc1ccc(NC(=O)/C=C/c2ccc(OC(F)F)cc2)cn1	i	-23%	5%	-18%	24%	0.5	5%	4.0%	18µM*
CCc1ccc(C(=O)CSc2nc(C)cc(=O)[nH]2)cc1	?	13%	11%	-2%	1%	0.4	0%	1.5%	-8%
COc1ccc2[nH]c3c(N4CCc5ccccc5C4)ncnc3c2c1	?	?	10%	18µM*	7.1µM*	-5.6	-52%	-2.4%	16µM*
Cc1cc(C)cc(N(CC(=O)N2CC=C(c3ccccc3)CC2)S(=O)(=O)c2c(C)noc2C)c1	i	-12%	10%	-5%	?	-2.0	-1%	0.3%	?
CCOC(=O)C1CCCN(C(=O)c2ccc(-c3ccccc3Cl)o2)C1 (stereo not given)	i	-30%	-10%	-16%	-3%	-5.9	-22%	-0.8%	17%
CCn1c(/C=C/c2ccc(F)cc2)nc2ccccc2c1=O	i	-16%	7%	7%	?	-0.2	-39%	22%	6%
CCC(=O)N1CCc2cc(S(=O)(=O)NC(Cc3ccccc3)C(=O)NCc3ccc(F)cc3)ccc21 (stereo not given)	i	13%	nt	2%	20%	nt	-2%	0.5%	8%
O=C(NCCc1ccccc1)c1ccc(-c2ccc(F)cc2)o1	i	15%	3%	1%	-2%	0.6	-18%	-0.2%	7%
COc1ccc(CC(=O)N2CC(C)CC(C)C2)cc1OC (stereo not given)	i	-6%	2%	-3%	?	0.2	2%	-0.7%	-5%
Cc1ccc(-n2nc3c(c2NC(=O)c2c(-c4ccccc4Cl)noc2C)CS(=O)(=O)C3)c(C)c1	?	5%	-1%	-4%	?	-0.2	-1%	0.1%	-26%
CCN(CC(=O)NCc1cccs1)C(=O)c1cc(Br)ccc1O	?	nt	3%	-2%	4%	-0.2	-12%	-1.1%	-1%
Cc1cc(C)n(CC(C)NC(=O)CCc2nnc(CCc3ccccc3)o2)n1 (stereo not given)	i	3%	-1%	-4%	-11%	1.3	-6%	0.2%	-4%
CN(C(=O)CSc1ncn[nH]1)C1(C#N)CCCCC1	i	-1%	5%	2%	1%	1.0	-2%	-1.6%	2%
Cc1ccc(C(=O)N2CCN(c3ccccn3)CC2)cc1[N+](=O)[O-]	i	-15%	0%	2%	0%	-0.6	20%	-0.2%	-22%
COc1ccc(-c2c3c(=O)n(C)c(=O)n(C)c3c3c(-c4ccc(C)cc4)nc4ccccc4n23)cc1	i	-2%	nt	-6%	9%	nt	12%	-0.3%	3%
COc1ccc(CCNC(=O)Cn2cccc2C(=O)c2ccccc2)c(OC)c1	i	-20%	6%	3%	-5%	0.1	-16%	-0.9%	-14%
CC(=O)c1cccc(Nc2nc(-c3sc(C)nc3C)cs2)c1	i	0%	-1%	-16%	16%	-1.3	-22%	5.7%	23µM*
NS(=O)(=O)c1ccc(CCNC(=O)C(c2ccccc2)c2ccccc2)cc1	i	2%	3%	-18%	7%	-0.4	-1%	-0.4%	-13%

Full records, looked up by structure:
`COc1ccc2[nH]c3c(N4CCc5ccccc5C4)ncnc3c2c1` is entered as ATXN viability: ?; ATXN2 expr inh: ?; EPAC2 agonist: 10%; A549 viability: 18µM*; TGFb inhibitor: 7.1µM*; IL-2 act: -5.6; HepG2 viability: -52%; Nrf2 activator: -2.4%; Nrf2 inh: 16µM*
`CCc1ccc(C(=O)CSc2nc(C)cc(=O)[nH]2)cc1` is entered as ATXN viability: ?; ATXN2 expr inh: 13%; EPAC2 agonist: 11%; A549 viability: -2%; TGFb inhibitor: 1%; IL-2 act: 0.4; HepG2 viability: 0%; Nrf2 activator: 1.5%; Nrf2 inh: -8%

Next part
SMILES	ATXN viability	ATXN2 expr inh	EPAC2 agonist	A549 viability	TGFb inhibitor	IL-2 act	HepG2 viability	Nrf2 activator	Nrf2 inh
COC(=O)c1sccc1S(=O)(=O)N(CC(=O)NCc1ccc(C)cc1)c1ccccc1	i	2%	nt	-5%	?	nt	-12%	-1.2%	-6%
CCCC(=O)Nc1ccc(NC(=O)CCc2ccccc2)cn1	i	-4%	5%	7%	-4%	-0.8	-33%	-0.4%	5%
CC1CCCC(NC(=O)COC(=O)/C=C/c2ccc([N+](=O)[O-])cc2)C1C (stereo not given)	i	8%	-6%	16%	-4%	-0.6	-1%	-0.6%	-2%
O=C(CNC(=O)c1ccccc1)OCc1nnc(-c2ccccc2)o1	i	2%	6%	-1%	-11%	-0.7	-16%	0.5%	5%
C=CCNc1ncnc2c1ncn2[C@H]1CN(Cc2ccccc2)C[C@@H](CO)O1	i	4%	4%	nt	-6%	-0.7	-12%	0.5%	nt
O=C(CN1CCN(CC(=O)Nc2ccc(-c3ccccc3)cc2)CC1)Nc1ccc(F)cc1	i	-17%	9%	-9%	1%	0.4	-6%	3.5%	-9%
OC[C@@H]1[C@@H](c2ccccc2)C(c2ccc(F)cc2)=NN1c1ccccc1	nt	-10%	6%	1%	10µM*	0.6	-49%	5.4%	21%
Cc1cccc(NC(=O)/C=C/c2ccc3c(c2)OCO3)n1	i	45%[activator]	12%	19%	-18%	0.8	-39%	3.3%[9.22 µM]	?
O=C(c1ccc(C(F)(F)F)n(Cc2ccc(Cl)cc2)c1=O)N1CCOCC1	i	-30%	6%	-1%	-16%	5.1	-29%	-0.3%	-25%
Cc1cccc(CNC(=O)C2CCC(=O)N(C3CCCC3)C2)c1 (stereo not given)	i	6%	-3%	-4%	-47%	-3.6	1%	0.2%	13%
O=C(c1cnn(C(=O)c2ccco2)c1)c1cc(F)ccc1O	?	20%	-4%	6%	5%	0.6	-1%	-0.6%	-2%

Source: PubChem
